High-throughput results deposited in PubChem BioAssay by Sanford-Burnham Center for Chemical Genomics.
ER stress death: protection against thapsigargin ER stress killing – CSM14.1 cells, ATP luminescence, primary screen; CSM14.1 thapsigargin ER stress survival; relative survival (cellular ATP), % at 15 µg/mL (by protocol); actives 0.33% (n = 48,000);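 active = survival measured by cellular ATP above 50% at 15 µg/ml in the first screen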;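 also: cell death triggered by about 15 µM thapsigargin; ATP read 24 h after thapsigargin was added; plate controls were thapsigargin with DMSO for no effect and DMSO without thapsigargin for full effect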
Active calls of the source: *. Not all compounds are listed (hit frequency here may not be typical).

nr	smiles	ER stress death
1	CC(=O)NC(c1ccccc1)C1C(=O)N(c2ccccc2)N=C1C (stereo not drawn)	2
2	O=C1S/C(=C/c2cccc(O)c2)C(=O)N1c1ccccc1	9
3	O=C(N/N=C/c1cc(Br)ccc1O)c1cc(C2CC2)[nH]n1	10
4	O=C(O)CCC(=O)c1cccc([N+](=O)[O-])c1	1
5	CN(C)/C=C1\Cc2ccccc2NC1=C(C#N)C#N	6
6	Cc1ccc(C(C)C)c(OC(=O)c2ccccc2[N+](=O)[O-])c1	2
7	COC(=O)c1ccc(NC(=O)COc2ccc3ccccc3c2)cc1	2
8	COc1ccc(N(CC(=O)Nc2ccccc2Cl)S(=O)(=O)c2ccc(OC)c(OC)c2)cc1	20
9	COc1ccc(C2Nc3ccccc3C(=O)N2Cc2ccco2)cc1 (stereo not drawn)	-3
10	CC(c1ccccc1)C1CC(=O)N(c2ccccc2)C1=O (stereo not drawn)	2
11	O=C(Nc1ccccn1)c1cc2cc(Br)ccc2oc1=O	-2
12	Cc1cccc(C(=O)NCC(C)CN(C)C)c1 (stereo not drawn)	5
13	CC(C)NC(=O)NCC12CC3CC(CC(C3)C1)C2	0
14	COc1ccccc1OCCNC(=O)c1cc(SC)ccc1Cl	4
15	COc1ccc(NC(=O)c2ccc3ccccc3n2)cc1	4
16	COC(=O)c1c(NC(=O)/C=C/C(=O)O)sc2c1CCC(C(C)(C)C)C2 (stereo not drawn)	2
17	CC(=O)C1C(=O)c2c(cccc2[N+](=O)[O-])C1=Nc1ccc(N=Cc2cc(Br)ccc2O)cc1 (stereo not drawn)	-7
18	O=C(Cc1ccc([N+](=O)[O-])cc1)N/N=C/c1c2ccccc2cc2ccccc12	0
19	COc1ccc(/C=N/n2cn[nH]c2=S)cc1	7
20	C=CCn1c(/N=C/c2ccc(OC)c3cccc(OC)c23)nc2ccccc21	6
21	Oc1ccc(-n2c(O)c(/C=C3\C=Nc4ccccc43)sc2=S)cc1	25
22	CC(=O)CCc1c(C)[nH]c2ccc(Br)cc2c1=O	6
23	CC(C)c1ccc(/C=C2\SC(=S)NC2=O)cc1[N+](=O)[O-]	-9
24	CCN=C1SC(CC(=O)Nc2ccccc2C(F)(F)F)C(=O)N1CC (stereo not drawn)	10
25	COc1cc(OC)c(NC(=O)c2ccc(Cl)c(Cl)c2)cc1Cl	-2
26	O=C(Nc1ccccc1[N+](=O)[O-])C12CC3CC(CC(C3)C1)C2	9
27	CCOC(=O)c1c(NC(=O)c2ccc(OC)c([N+](=O)[O-])c2)sc2c1CCCC2	6
28	COc1cccc(/C=C2\Sc3ccccc3C2=O)c1O	-10
29	COc1ccc(-c2cc(CC(=O)c3ccccc3)cc(-c3ccc(OC)cc3)n2)cc1	16
30	COc1ccc(COC(=O)NNC(=O)c2ccccc2Cl)cc1	3
31	CCCOc1ccc(C(=O)Nc2ccc(Br)cc2C(=O)O)cc1	10
32	COc1ccc(OCCNC(=O)c2ccccc2[N+](=O)[O-])cc1	4
33	CCOC(=O)c1c(N2C(=O)CC(Sc3ccccc3C(=O)O)C2=O)sc(C)c1C (stereo not drawn)	3
34	CCOC(=O)C1=C(C)NC2=C(C(=O)CCC2)C1c1ccc(OCc2cccc(F)c2)c(OC)c1 (stereo not drawn)	6
35	O=C(COc1ccccc1)N1CCN(c2ccccn2)CC1	0
36	COCCCNC(=O)COc1cccc2ccccc12	5
37	CCCC(=O)Nc1ccc(NC(=O)c2ccc(OC)c(Br)c2)cc1	-4
38	COc1ccc(C(=O)NC(OCc2ccccc2)C(Cl)(Cl)Cl)cc1OC (stereo not drawn)	0
39	O=C(NCC1(c2ccccc2)CCOCC1)c1cccc(Br)c1	11
40	N/C(=N\OC(=O)c1ccc(Br)cc1)c1cccc([N+](=O)[O-])c1	5
41	Cc1ccc(NC(=O)c2cccc3ccccc23)c([N+](=O)[O-])c1	1
42	COc1cc(/C=C2\Sc3ccccc3C2=O)cc(OC)c1O	3
43	c1ccc(-c2cn3c4c(sc3n2)CCCC4)cc1	-6
44	COc1ccc(/C=C(\NC(=O)c2ccc(Cl)cc2)C(=O)NCCCN2CCOCC2)cc1OC	0
45	COC(=O)CCN1C(=O)/C(=C\C=C\c2ccccc2)SC1=S	3
46	C=CCn1c(CCCO)nc2ccccc21	0
47	CCOC(=O)C(CCCOc1ccc(C)cc1C)C(=O)OCC	0
48	CCOC(=O)c1sc(NC(=O)COc2ccc(C)cc2C)c(C(=O)OCC)c1C	-2
49	Fc1cccc(-c2nnc3ccc(C(F)(F)F)cn23)c1	2
50	Cc1cccc(NC(=O)c2sc3ccccc3c2Cl)c1C	-2

(list continues)
nr	smiles	ER stress death
51	O=C(Nc1cccnc1)c1cccc(C(=O)Nc2cccnc2)c1	16
52	O=C(Nc1ccc2oc(-c3ccc(Cl)cc3Cl)nc2c1)c1ccc(Br)o1	8
53	C/C(=N\NC(=O)c1cc(-c2ccccc2)n[nH]1)c1ccc([N+](=O)[O-])cc1	8
54	COc1ccccc1N1CCN(C(=O)CN(c2ccc(C)cc2)S(=O)(=O)c2ccc(F)cc2)CC1	16
55	Cc1cccc([N+](=O)[O-])c1N=Cc1ccc(N(C)C)cc1	16
56	O=C(N/N=C\c1cc(Br)ccc1O)c1cnccn1	8
57	O=C(/C=C/c1ccc(OC2CSC2)cc1)c1ccc2c(c1)OCCO2	1
58	COc1ccc(CCNC(=O)N2C(=O)C=CC2=O)cc1OC	-9
59	Oc1ccc(Cl)cc1/C=N/Nc1cc(N2CCCC2)nc(N2CCCC2)n1	13
60	COc1ccc(CCN=CC2=C(O)CC(C)(C)CC2=O)cc1OC	9
61	O=C(N/N=C/c1ccc(Sc2nnnn2-c2ccccc2)o1)c1ccccc1O	1
62	Cc1cc(OCC(=O)Nc2ccc(Br)cn2)cc(C)c1Cl	2
63	COC(=O)C1CCC(c2ccccc2)CC1 (stereo not drawn)	3
64	C=CCN1C(=O)/C(=C\c2ccc(-c3ccc(F)c(Cl)c3)o2)SC1=S	7
65	CC(=O)Oc1ccc2c(C)cc(=O)oc2c1C	2
66	CCOc1cc(OCC)cc(C(=O)Nc2ccc(C)cc2[N+](=O)[O-])c1	4
67	O=[N+]([O-])c1ccc(-c2nc(Cc3ccccc3)no2)cc1	-18
68	COc1ccc(OC)c(N2C(=O)NC(=O)C(=Cc3cccs3)C2=O)c1	-1
69	COCc1cccc(N2C(=O)c3cccc([N+](=O)[O-])c3C2=O)c1	8
70	Cc1ccc(C)c(Nc2nc(-c3ccncc3)nc3ccccc23)c1	11
71	O=C1/C(=C\c2cccs2)CC2CC1C/C(=C/c1cccs1)C2=O	8
72	COc1ccc(OC)c(N(CC(=O)Nc2ccc(C)cc2C)S(C)(=O)=O)c1	11
73	O=S1(=O)CCC(NC(=S)N/N=C/c2ccc(-c3ccc(Br)cc3)o2)C1 (stereo not drawn)	3
74	Cc1cc(NC(=O)CN2C(=O)S/C(=C\c3ccccc3)C2=O)no1	-5
75	COc1cc(NC(=O)COc2cc(C)ccc2C(C)C)ccc1NC(=O)c1ccco1	-1
76	CSc1nnc2c(n1)OC1(CCCCC1)Nc1ccccc1-2	14
77	CCCCOC(=O)c1ccc(NC(=O)c2cc(I)ccc2Cl)cc1	7
78	O=C(Nc1ccccc1Br)C1CC(=O)N(c2ccccc2)C1 (stereo not drawn)	-2
79	CCOc1ccc(N2C(=O)/C(=C/c3ccc(I)o3)C(=O)NC2=S)cc1	5
80	COC(=O)C1=C(C)NC(C)=C(C(=O)OC)C1c1cn(-c2ccccc2)nc1-c1ccco1	0
81	CCOc1ccc(NC(=O)c2ccc(C#CC(C)(C)O)cc2)cc1	3
82	COc1ccc(C(=O)N2CCN(c3ccc([N+](=O)[O-])cc3)CC2)cc1Br	2
83	O=[N+]([O-])c1ccc(C=NC23CN4CN(CN(C4)C2)C3)s1	-2
84	Cc1ccn(S(=O)(=O)c2ccc(N3CCCC3=O)cc2)n1	8
85	O=C1c2cccc3cccc(c23)C(=O)N1Cc1ccc2c(c1)OCO2	6
86	O=C(CCCN1C(=O)/C(=C\c2ccc(F)cc2)SC1=S)Nc1ccc(O)cc1	0
87	CCOC(=O)/C(C#N)=C/c1sccc1C	7
88	O=[N+]([O-])c1cc(N[C@@H]2O[C@H](CO)[C@@H](O)[C@H](O)[C@@H]2O)ccc1Cl	-3
89	C=CCc1cc(/C=C2/C(=O)NC(=O)N(c3ccc(OC)cc3)C2=O)cc(OC)c1O	4
90	COc1ccc(-c2noc(-c3cccc(Br)c3)n2)cc1	6
91	COC(=O)C1=C(C)N2C(=O)CSC2=NC1c1ccc2c(c1)OCO2 (stereo not drawn)	6
92	COC(=O)C1=C(C)NC(C)=C(C(=O)OC)C1/C=C/c1ccccc1	11
93	COc1cccc(/C=C2\N=C(c3ccccc3OC)OC2=O)c1	1
94	C=CCNC1=C(Cl)C(=O)N(c2cccc(Cl)c2Cl)C1=O	-1
95	CCc1c(C)c2ccc(OC(C)=O)c(C)c2oc1=O	0
96	CC(=O)Oc1ccccc1/C=C1\C=C(c2ccc(C)cc2)OC1=O	-2
97	Cc1ccoc1C(=O)Nc1ccccc1C(=O)O	-1
98	Cc1ccc(N2CC(C(=O)Nc3c(C)cc(C)cc3C)CC2=O)cc1 (stereo not drawn)	3
99	O=c1[nH]c(/C=C/c2cc([N+](=O)[O-])ccc2O)c([N+](=O)[O-])c(=O)[nH]1	3
100	CCN(CC)CCOc1nnc(-c2ccc(OC)cc2)c2ccccc12	-8

Continued:
nr	smiles	ER stress death
101	COC(=O)C1=CN(Cc2ccc(OC)cc2)C=C(C(=O)OC)C1c1ccc(C)s1	9
102	CCCCNCCCCCCOc1ccccc1OC	-6
103	COc1cc(N2C(=O)NC(=O)/C(=C\c3cc(Br)c(O)c(OC)c3)C2=O)c(OC)cc1Cl	5
104	CCC(CC)NCc1ccccc1OC	0
105	O=C(NC(NC(=S)Nc1ccc(Cl)c(Cl)c1)C(Cl)(Cl)Cl)c1ccccc1F (stereo not drawn)	0
106	O=C(O)c1ccc(N2C(=O)c3cc(Cl)c(Cl)cc3C2=O)cc1	10
107	CCOC(=O)c1c(NC(=O)c2ccc(C)c([N+](=O)[O-])c2)sc(C(=O)Nc2ccccc2C(F)(F)F)c1C	0
108	CCOc1ccc(C(=O)Nc2ccc3oc(-c4cccc(Cl)c4Cl)nc3c2)cc1[N+](=O)[O-]	2
109	CCn1cc(C(=O)NN)c(=O)c2cc(Br)ccc21	-4
110	COc1ccc(NC(=O)c2cc(Br)ccc2I)cc1Cl	17
111	O=C(NCc1ccc(Cl)cc1Cl)C(=O)NC1CCCC1	16
112	Cc1ccc(C(=O)/C=C/Nc2ccc(Cl)c(Cl)c2)cc1	5
113	COc1ccc2c(c1OC)C(=O)N(c1cccc(C)c1)C2=O	11
114	Nc1ccc(-c2ccc(N3C(=O)c4cccc5c(C(=O)c6ccccc6)ccc(c45)C3=O)cc2)cc1	9
115	O=C(O)C1C2C=CC(O2)C1C(=O)Nc1ccc(I)cc1 (stereo not drawn)	12
116	COc1ccc(OC)c(N2C(=O)CC(Sc3nc4ccccc4s3)C2=O)c1 (stereo not drawn)	-13
117	O=C1/C(=C/c2cccc([N+](=O)[O-])c2)SC(=S)N1C1CCS(=O)(=O)C1 (stereo not drawn)	2
118	O=C(C1CCCC1)N1CCN(c2ccc(F)cc2)CC1	-6
119	c1ccc(CC2=NNC(Cc3ccccc3)=NN2)cc1	0
120	Cc1ccc(-c2[nH]n3c(=O)c(C)c(C)nc3c2C)cc1	-4
121	CCOc1ccc(/C=C/C(=O)c2ccc(F)cc2)cc1	-9
122	NS(=O)(=O)c1ccc(CNS(=O)(=O)c2ccc(Br)cc2)cc1	1
123	C/C(=N/NC(=O)COc1ccc(C)cc1)c1ccc([N+](=O)[O-])cc1	3
124	Cc1ccc(/C=C2\SC(=S)N(c3ccc(F)cc3)C2=O)cc1	1
125	Cc1ccc(N(CC(=O)Nc2cccc(Br)c2)S(C)(=O)=O)cc1Cl	7
126	COCCOC(=O)c1ccc(NC(=O)C(C)Oc2ccc(Cl)cc2C)cc1 (stereo not drawn)	3
127	O=C(C1=C(Nc2ccc(Br)cc2)CCCC1)C(F)(F)F	-4
128	O=C(NC(CO)(CO)CO)c1cccc(-c2ccc(O)cc2)c1	-1
129	CCC(=O)N(Cc1ccco1)C1CC(=O)N(c2ccccc2)C1=O (stereo not drawn)	4
130	CN(C(=O)c1cccs1)c1ccccc1	14
131	CC(=O)Cc1cc(O)c2ccccc2c1OC(=O)c1ccc(C)cc1	-4
132	O=C(O)C1C2CCC(C2)C1C(=O)Nc1nc(-c2ccc(Cl)cc2Cl)cs1 (stereo not drawn)	2
133	CC1=CC(C)(C)Nc2ccc(OC(=O)c3ccccc3Br)cc21	0
134	O=c1c2cc3c(=O)n(Cc4ccco4)c(=O)c3cc2c(=O)n1Cc1ccco1	-2
135	O=C(NCc1ccncc1)C(O)(c1ccccc1)c1ccccc1	1
136	O=C(N/N=C/c1ccc(-c2cccc(C(F)(F)F)c2)o1)c1ccco1	3
